CHT allo act: allosterically activates the human high affinity choline transporter; CHT-expressing cells, membrane potential dye, choline EC20; stronger effect = higher value; LV-AA mutant CHT in HEK293 cells; Q9GZV3; AID 488977; 310,000 tested, 0.49% active; B-score at 10 µM;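 active = initial fluorescence not abnormally high and integrated response B-score, plate-corrected, over 3 SD above library mean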
Target sequence (Q9GZV3 whole entry, looked up): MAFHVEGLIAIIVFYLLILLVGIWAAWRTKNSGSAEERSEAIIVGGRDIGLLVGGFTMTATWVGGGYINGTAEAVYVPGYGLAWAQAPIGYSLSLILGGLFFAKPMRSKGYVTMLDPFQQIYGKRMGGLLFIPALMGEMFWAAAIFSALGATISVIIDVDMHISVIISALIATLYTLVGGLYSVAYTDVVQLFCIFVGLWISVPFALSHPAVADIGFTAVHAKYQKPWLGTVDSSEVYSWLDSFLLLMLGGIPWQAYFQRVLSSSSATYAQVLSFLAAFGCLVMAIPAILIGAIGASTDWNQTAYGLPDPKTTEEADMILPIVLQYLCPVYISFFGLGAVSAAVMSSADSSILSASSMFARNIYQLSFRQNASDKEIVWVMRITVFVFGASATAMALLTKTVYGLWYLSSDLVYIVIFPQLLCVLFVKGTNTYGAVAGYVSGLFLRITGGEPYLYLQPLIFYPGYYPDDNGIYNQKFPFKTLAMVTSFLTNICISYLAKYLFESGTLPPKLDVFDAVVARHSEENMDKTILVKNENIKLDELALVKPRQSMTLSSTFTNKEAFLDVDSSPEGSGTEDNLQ
OX1R antag-1: blocks the human orexin 1 receptor. O43613. OX1R-expressing cells, FRET antagonist read-out. inhibition, % at 6.6 µM. 330,000 tested, 1.8% active. AID 485270; in the data active = inhibition mostly above about 38%, no sharp cut-off; inactive = mostly below about 40%;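 also: 0% = agonist challenge alone and 100% = reference antagonist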
Target sequence (O43613 whole entry, looked up): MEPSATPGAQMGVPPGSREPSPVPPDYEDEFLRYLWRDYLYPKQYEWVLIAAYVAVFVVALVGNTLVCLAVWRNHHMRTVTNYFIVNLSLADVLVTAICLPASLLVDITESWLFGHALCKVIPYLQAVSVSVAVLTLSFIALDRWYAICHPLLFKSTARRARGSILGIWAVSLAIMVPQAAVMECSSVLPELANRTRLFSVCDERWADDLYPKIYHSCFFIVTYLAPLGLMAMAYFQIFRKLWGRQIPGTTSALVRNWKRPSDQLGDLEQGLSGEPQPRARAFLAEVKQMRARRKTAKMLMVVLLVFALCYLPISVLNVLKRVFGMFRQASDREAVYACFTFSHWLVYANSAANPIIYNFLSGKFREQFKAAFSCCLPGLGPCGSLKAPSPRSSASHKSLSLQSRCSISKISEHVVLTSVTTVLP
OX1R antag-2: human HCRTR1 antagonism; O43613; CHO/OX1R cells, Fluo-8 calcium fluorescence, orexin A; inhibition, % at 5 µM; 330,000 tested, 0.43% active; AID 434989;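 active = inhibition above its plate's threshold, mean inhibition of all tested compounds on the plate plus 3 SD, cut at about 37% in these data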;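 also: 0% = orexin A challenge wells and 100% = SB-334867-A antagonist wells; not every result past the cut was called active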
Numbers without * were called inactive; i = inactive; · = not tested or not shown; & = joins results of further samples; ! = not active in a repeat. Not all compounds are listed; rates above refer to the full screens.

The first five compounds (preview)
SMILES	CHT allo act	OX1R antag-1	OX1R antag-2
O=C1NC(=S)N(c2ccccc2)C(=O)/C1=C/c1ccco1	i	-11	-12
CCC(CO)NC(=O)C1C=C2c3cccc4[nH]cc(c34)CC2N(C)C1 (stereo unspecified)	i	34	1
O=c1[nH]c(=S)n(C2CCCCC2)c(O)c1/C=N/N1CCOCC1	i	3	-1
O=[N+]([O-])c1cccc2c([As](=O)(O)O)cccc12	i	28	-16
CCOP(=O)(OCC)C(Cc1ccccc1)NC(C)=O (stereo unspecified)	i	0	-4

Main list, repeating the preview:
SMILES	CHT allo act	OX1R antag-1	OX1R antag-2
O=C1NC(=S)N(c2ccccc2)C(=O)/C1=C/c1ccco1	i	-11	-12
CCC(CO)NC(=O)C1C=C2c3cccc4[nH]cc(c34)CC2N(C)C1 (stereo unspecified)	i	34	1
O=c1[nH]c(=S)n(C2CCCCC2)c(O)c1/C=N/N1CCOCC1	i	3	-1
O=[N+]([O-])c1cccc2c([As](=O)(O)O)cccc12	i	28	-16
CCOP(=O)(OCC)C(Cc1ccccc1)NC(C)=O (stereo unspecified)	i	0	-4
CCOC(=O)C1CCN(C(C)C(=O)c2c[nH]c3ccccc23)CC1 (stereo unspecified)	i	-2	-10
Clc1cc(I)cc(Cl)c1NC1=NCCN1	i	10	-11
Cc1ccc2c(c1)CC1(CN2C)C(=O)NC(=O)N(c2cccc(C)c2C)C1=O (stereo unspecified)	i	12	-13
CCCCn1c(O)c(C(C)=NCc2cc(OC)cc(OC)c2)c(=O)[nH]c1=O	i	18	-27
COc1ccc(CCNCc2cccn2C)cc1	i	28	-7
CCCCCOc1ccc(C)cc1CN(CCCl)CCCl	i	4	-31
Oc1ccc2c3c1O[C@H]1c4oc5ccccc5c4C[C@@]4(O)[C@@H](C2)N(CC2CC2)CC[C@]314	i	18	-14
Cc1ccc(-n2c(C)nc3cc(Cl)ccc3c2=O)nc1	i	5	-15
Cc1cccc(N/N=C/c2c(O)[nH]c(=S)[nH]c2=O)c1	i	30	-18
COc1ccccc1N1CCN(Cc2c(F)cccc2F)CC1	i	8	-9
O=C(c1cccnc1)C1CCCN(Cc2nc(-c3cnccn3)no2)C1 (stereo unspecified)	i	11	3
O=C(c1cc2cc(Cl)ccc2[nH]1)N1CCC2(CC1)OCCO2	i	11	-13
CCCOC(=O)COc1cc(C)cc2oc(=O)c3c(c12)CCC3	i	30	-15
COC(=O)C1=C(c2ccc(S(C)(=O)=O)cc2)C[C@@H]2CC[C@H]1N2C(=O)NC1CCCCC1	i	13	3
Clc1ccc(COC(Cn2ccnc2)c2ccc(Cl)cc2Cl)c(Cl)c1 (stereo unspecified)	i	25*!	39*!
O=C1CC(=O)N(c2cccc(Br)c2)C(=O)N1	i	-5	11
CCn1c(O)c(C(c2ccccn2)c2c(O)n(CC)c(=S)[nH]c2=O)c(=O)[nH]c1=S	i	9	-1
CSc1ccc(C(=O)C2CCCN(Cc3cc4ccccc4[nH]3)C2)cc1 (stereo unspecified)	i	26	10
CC1(C)C(C(=O)N2CCN(C(=O)c3ccccc3)CC2)C1(C)C	i	14	-1
NC(=O)CSP(=O)(c1ccccc1)c1ccccc1	i	13	0
CCN(CC)C1=NC(=[N+](CC)CC)c2ccccc21	8.7*	14	-22
OCC12COC3c4ccccc4C(OC1)N32 (stereo unspecified)	i	14	0
O=C(Nc1ccncc1)c1cccn(Cc2ccccc2)c1=O	i	28	-23
CCN(C(=O)COC(=O)c1cn(C)c2ccccc12)c1ccc(F)cc1	·	8	-1
CCc1ccc(NC(=O)CN2CC(c3ccccc3)CC2=O)cc1 (stereo unspecified)	i	12	-5
COc1cc(O)cc2c1cc([N+](=O)[O-])c1c(C(=O)O)cc3c(c12)OCO3	·	21	-4
COC(=O)C1=C(c2ccc(F)cc2OCc2ccccc2)C[C@@H]2CC[C@H]1N2C(=O)NCC1CC1	·	8	-23
CC12CCC(=O)C=C1CCC1C2CCC2(C)C(O)CCC12 (stereo unspecified)	i	9	-7
CCc1ccc(NC(=O)C(C)OC(=O)c2c(C)nn(Cc3ccccc3)c2Cl)cc1 (stereo unspecified)	i	11	-40
O=C(O)c1ccc(/C=C/c2nc3ccccc3c(=O)n2-c2ccc(Br)cc2)cc1	i	43	-3
Cc1onc(-c2c(Cl)cccc2Cl)c1/C(N)=N/OC(=O)N(C)C	i	5	0
O=C1NC(=O)N(Cc2ccco2)C(=O)/C1=C\c1ccc(-c2ccc(F)cc2)o1	i	4	-12
CCOC(=O)C1(c2ccccc2)Oc2ccccc2C(c2ccc(OC)cc2)=C1C(=O)OC (stereo unspecified)	·	11	-5
CN(C)C(=O)Oc1ccc2ccccc2c1Cl	i	5	-17
CCCCN=Cc1c(O)n(-c2c(C)cc(C)cc2C)c(=O)[nH]c1=O	i	18	-30
NCCc1c[nH]c2ccc(F)cc12	i	1	4
CCCCCCCCC(=O)NCc1ccc(O)c(OC)c1	i	7	-18
Cc1ccccc1-n1c(O)c(/C=N/NC(=O)c2ccccc2O)c(=O)[nH]c1=S	i	4	-3
CCCCn1c(O)c(C(C)=NCCc2c[nH]c3ccccc23)c(=O)[nH]c1=O	i	7	-30
CCOc1cccc(OCC)c2c(C)[n+](CC3CCCO3)c(C)c1-2 (stereo unspecified)	i	12	-5
O=C(c1cc2cc(Br)ccc2[nH]1)N1CCC2(CC1)OCCO2	i	2	-16
CCOC(=O)C1=C(N)OC2=C(C(=O)CCC2)C12C(=O)N1c3c(ccc(C)c32)C(C)=CC1(C)C (stereo unspecified)	i	8	-33
CCN(CC)C(=O)c1ccc(NC(=O)CSc2nnnn2-c2cc(OC)ccc2OC)cc1	i	8	18
CC/C(=N\N1CCCCCC1)c1c(O)n(-c2ccc(C)cc2)c(=O)[nH]c1=O	i	9	-33
COC(=O)C1=C(c2ccc(-c3ccccc3)c(F)c2)C[C@@H]2CC[C@H]1N2C(=O)NCc1cc(C)oc1C(F)(F)F	·	3	-13
O=C1c2ccccc2C(=O)N1Cc1nc2ccccc2c(=O)n1-c1ccccn1	i	21	-18
COc1ccc(NC(=S)NC(NC(=O)CF)C(Cl)(Cl)Cl)c([N+](=O)[O-])c1 (stereo unspecified)	i	21	-10
CN1CCN(/N=C/c2c[nH]c3ccccc23)CC1	i	5	6
CCCCn1c(O)c(C=Nc2c(C)n(C)n(-c3ccccc3)c2=O)c(=O)[nH]c1=O	i	-4	-16
Cc1ccc(-n2c(O)c(/C=N/Nc3ccccc3)c(=O)[nH]c2=O)cc1C	i	2	4
NC(CC(=O)O)C1CCCCC1 (stereo unspecified)	i	-3	-5
Cc1c(N=Cc2c(O)n(Cc3ccccc3)c(=O)[nH]c2=O)c(=O)n(-c2ccccc2)n1C	i	10	-22
COCCOC(=O)c1c(N)n(Cc2ccc(OC)cc2)c2nc3ccccc3nc12	i	59	7
CCN(CC)CCN=Cc1c(O)n(CCC2=CCCCC2)c(=O)[nH]c1=O	i	15	-6
CCN1C[C@]2(OC(=O)c3ccccc3NC(C)=O)CCC(OC)C34C5C[C@H]6C(OC)[C@]5(O)[C@](O)(C[C@@H]6OC)C(C[C@@H]32)[C@H]14 (stereo partly specified)	i	6	-19

Sorted by heavy-atom count (smallest number first): part of the list above
SMILES	CHT allo act	OX1R antag-1	OX1R antag-2
CCCCCCCCC(=O)NCc1ccc(O)c(OC)c1	i	7	-18
CC1(C)C(C(=O)N2CCN(C(=O)c3ccccc3)CC2)C1(C)C	i	14	-1
CCC(CO)NC(=O)C1C=C2c3cccc4[nH]cc(c34)CC2N(C)C1 (stereo unspecified)	i	34	1
CSc1ccc(C(=O)C2CCCN(Cc3cc4ccccc4[nH]3)C2)cc1 (stereo unspecified)	i	26	10
CCn1c(O)c(C(c2ccccn2)c2c(O)n(CC)c(=S)[nH]c2=O)c(=O)[nH]c1=S	i	9	-1

Remaining list, next part.
SMILES	CHT allo act	OX1R antag-1	OX1R antag-2
O=c1[nH]c(=S)n(C2CC2)c(O)c1C=NCCc1ccccc1	i	6	-21
CCN1C[C@]2(COC)CC[C@H](O)[C@@]34C5C[C@H]6[C@H](O)C5[C@](O)(C[C@H]6OC)[C@@H]([C@H](OC)C23)[C@@H]14 (stereo partly specified)	i	5	6
CSc1ccc(CNC(C)C(O)c2ccccc2)cc1 (stereo unspecified)	i	16	-27
CCc1sc(C(=O)N2CCC3(CC2)OCCO3)cc1Br	i	1	1
O=C1OCc2cc(N=Nc3c(O)[nH]c(=O)[nH]c3=O)ccc21	i	42*	-1
COc1ccc(N2C(=O)/C(=C/c3ccc(N(C)C)o3)C(=O)NC2=S)cc1	i	38*	0
CCN1CC2([N+](=O)[O-])CC=C(Cl)C([N+](=O)[O-])(C1)C2 (stereo unspecified)	i	27	-7
CNCC(O)c1ccc(O)cc1 (stereo unspecified)	i	7	3
O=C1NC(=S)NC(=O)C1=Cc1ccc(OCC(=O)N2CCCC2)cc1	i	7	-1
Nc1ccc([As](=O)(O)O)cc1	i	7	-8
CC(C)c1ccc(-n2c(O)c(/C=N/N3CCOCC3)c(=O)[nH]c2=S)cc1	i	19	-12
CCN(CC)CC(=O)Nc1ccc(Cl)cc1C(=O)c1ccccc1	i	9	-30
C=C(C=O)CC1CC(O)[C@]2(C)OC3C[C@@H]4OC5C[C@]6(C)O[C@]7(C)CCC8OC9C[C@]%10(C)OC(/C(C)=C\CO)C(O)CC%10OC9CC(C)C8OC7CC6O[C@]5(C)C/C=C\C4OC3CC2O1 (stereo partly specified)	i	16	-17
COc1ccc(N2C(=O)CC(=O)NC2=O)cc1	i	14	-17
CC(=O)OCC[N+](C)(C)C	i	-1&13&8	0&1&14
Cc1nn(Cc2ccccc2)c(Cl)c1C(=O)OCC(=O)N1CCCC1	i	9	-13
CCc1ccc(OCC(=O)N2CCN(CC(=O)Nc3ccccc3Cl)CC2)cc1	·	13	-36
O=C(N/N=C/c1c(O)n(CCC2=CCCCC2)c(=O)[nH]c1=O)c1ccccc1	i	13	-17
CCc1c(C)nc(N)nc1N1N=C1SC(C(C)=O)C(C)=O	i	22	-15
O=c1[nH]c(=O)n(-c2cccc3ccccc23)c(O)c1/C=N/N1CCCCCC1	i	8	-20
COc1ccccc1/C=C1\C(=O)NC(=S)N(c2ccccc2)C1=O	i	4	-11
CCn1c(O)c(C=NCCN2CCOCC2)c(=O)[nH]c1=S	i	13	-25
CC(C)OC(=O)c1c(N)n(Cc2ccco2)c2nc3ccccc3nc12	i	33	-7
CCc1cc(=O)oc2cc(OCC(=O)N3C[C@H]4C[C@@H](C3)c3cccc(=O)n3C4)c(Cl)cc12	i	11	-22
C=CCN1C(=O)NC(=O)C(Cc2ccc(OC)c(OC)c2)C1=O (stereo unspecified)	i	3	-20
CC(C)OCCCNC(=O)c1c(N)n(CC2CCCO2)c2nc3ccccc3nc12 (stereo unspecified)	i	12	-21
CN(C)C(=O)Oc1ccc(Cl)c2ccccc12	i	21	-11
COC(=O)C1=C(c2ccccc2OCc2ccccc2)C[C@@H]2CC[C@H]1N2C(=O)NCc1ccc(Br)cc1	·	21	-3
OC(CN1CC=C(c2ccccc2)CC1)c1ccccc1 (stereo unspecified)	i	11	-20
CC(C)C(=O)NC(Oc1ccccc1Cl)C(Cl)(Cl)Cl (stereo unspecified)	i	12	-9
CC1(C)CN=C(Nc2ccc(F)c(F)c2)S1	i	2	-10
Cc1nc2cc([N+](=O)[O-])ccc2c(=O)n1-c1ccc(Br)cc1	i	13	-7
O=C1CNC(c2ccccc2Cl)c2cc(Br)ccc2N1 (stereo unspecified)	i	8	-22
Cc1c(C(=O)N2CCC3(CC2)OCCO3)sc2ncnc(N3CCc4ccccc4C3)c12	i	8	-40
CCOC(=O)[C@]1(C#N)[C@@H]2C=CC(C(N)=O)=CN2[C@@H](C(N)=O)[C@@H]1c1ccc(F)cc1	i	7	-14
C=C(C)CN1CC[C@]23c4c5ccc(O)c4O[C@H]2c2[nH]c4ccccc4c2C[C@@]3(O)C1C5	i	17	-13
CC(C)(C)c1ccccc1O	·	3	-17
CCC(CC)C(=O)NC1CCSC1=O (stereo unspecified)	i	9	-7
O=C(c1ccc2nc3ccc(Cl)cc3c(=O)n2c1)N1CCC2(CC1)OCCO2	i	20	-12
COc1ccc(N2CCN(Cc3nc4ccccc4[nH]3)CC2)cc1	i	29	-15
N/C(=N\[N+](=O)[O-])N1CCN(C(=O)OC2CCCC2)CC1	i	2	-13
O[C@H]1[C@H](O)[C@@H](O)CN2CC[C@H](O)[C@H]12	i	21	-2
CC(C)CCC1(CN2CCCC2=O)C(=O)NC(=O)NC1=O	i	8	-16
Cc1ccc(-c2cc(-c3ccccc3)cc(-c3ccccc3)[n+]2-c2ccccc2C(=O)O)cc1	i	16	3

High-throughput results as filed in PubChem.
